# TAAR1 agonist: human TAAR1 agonists, primary screen, Fluo-8 calcium fluorescence, CHO RD-HGA16 cells; Trace amine-associated receptor 1 (Homo sapiens), Q96RJ0; vehicle wells 0%, saturating PEA agonist 100%; activation, % at 3 µM; hit rate 0.99% among 360,000;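 active = activation above the mean activation of all test compounds in the run plus 3 SD, cut at about 38% in these data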
#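 Benchmarks: low control DMSO, high control PEA (EC100); System: CHO RD-HGA16 cells carrying human TAAR1 plus Gα16; Detection: Fluo-8 fluorescence, 5 s baseline then 140 s kinetic read; Schedule: 17-24 h plating, Fluo-8 75 min 37 °C, 30 min RT; Read-out basis: % activation from peak over basal fluorescence ratio, DMSO-to-PEA scaled.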
# M5 PAM: human M5 muscarinic receptor positive allosteric modulators, primary screen, CHO-K1 cells, Fluo-8 calcium fluorescence. hit rate 0.3% among 360,000. Muscarinic acetylcholine receptor M5 (Homo sapiens), P08912. CHO-K1 hM5, ACh EC20 PAM; 0% = ACh EC20, 100% = ACh EC100. activation, % at 3 µM;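 active = activation above the run cutoff, the mean activation of all test compounds plus 3 SD, cut at about 18% in these data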
# Target sequence (P08912 whole entry, looked up): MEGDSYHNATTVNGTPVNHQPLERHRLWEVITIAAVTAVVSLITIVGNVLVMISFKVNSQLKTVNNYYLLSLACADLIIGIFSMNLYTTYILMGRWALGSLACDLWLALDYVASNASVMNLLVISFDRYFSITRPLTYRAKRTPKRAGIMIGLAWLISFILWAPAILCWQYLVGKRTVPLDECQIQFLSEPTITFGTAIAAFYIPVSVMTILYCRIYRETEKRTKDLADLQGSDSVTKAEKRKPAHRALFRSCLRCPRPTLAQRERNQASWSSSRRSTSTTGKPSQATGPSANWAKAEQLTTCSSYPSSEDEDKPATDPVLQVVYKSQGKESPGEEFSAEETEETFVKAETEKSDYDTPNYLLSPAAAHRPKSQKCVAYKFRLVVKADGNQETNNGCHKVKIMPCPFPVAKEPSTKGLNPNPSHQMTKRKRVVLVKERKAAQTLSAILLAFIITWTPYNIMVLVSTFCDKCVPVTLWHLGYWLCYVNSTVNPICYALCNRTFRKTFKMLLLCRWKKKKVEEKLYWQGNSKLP
#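 Measured by: Fluo-8 calcium fluorescence; material: human M5 receptor in CHO-K1 cells; schedule: Post-acetylcholine fluorescence recording 140 s; benchmarks: low control EC20 acetylcholine (0%), high control EC100 acetylcholine (100%); read-out: Max/basal fluorescence ratio as % of EC20–EC100 ACh window; compound: single dose, 3 µM nominal final test concentration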
# CHRM5 agonist: human M5 muscarinic receptor agonists, primary screen, CHO-K1 cells, Fluo-8 calcium fluorescence. AID 624037, 2012. Muscarinic acetylcholine receptor M5 (Homo sapiens), P08912. hit rate 0.19% among 360,000. CHO-K1 hM5 cells; 0% DMSO wells, 100% maximal acetylcholine response. activation, % at 3 µM;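 active = activation above the run's mean over test compounds plus 3 SD, cut at about 23% in these data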;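 also: signal is peak over basal fluorescence ratio across the kinetic read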
# M5 antag: human M5 muscarinic receptor antagonists, primary screen, CHO cells, Fluo-8 calcium fluorescence; CHO-hM5 cells, ACh EC80; inhibition, % at 3 µM; hit rate 0.59% among 360,000;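 active = inhibition above a per-plate cutoff, the mean of that plate's test compounds plus 3 SD, cut at about 27% in these data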;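 also: 0% = acetylcholine EC80 with DMSO and 100% = DMSO without agonist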
# M1 antag: human M1 muscarinic receptor antagonists, primary screen, CHO-K1 cells, Fluo-8 calcium fluorescence, 1536-well; hit rate 1.3% among 360,000; inhibition, % at 3 µM; CHO-K1 hM1, ACh EC80 antagonist; Muscarinic acetylcholine receptor M1 (Homo sapiens), P11229;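 active = percent inhibition above its own plate's cutoff, namely the mean of that plate's compound wells plus 3 SD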;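 also: peak over basal fluorescence ratio during 140 s after agonist addition; 0% = ACh EC80 plus DMSO and 100% = DMSO alone without agonist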
# Target sequence (P11229 whole entry, looked up): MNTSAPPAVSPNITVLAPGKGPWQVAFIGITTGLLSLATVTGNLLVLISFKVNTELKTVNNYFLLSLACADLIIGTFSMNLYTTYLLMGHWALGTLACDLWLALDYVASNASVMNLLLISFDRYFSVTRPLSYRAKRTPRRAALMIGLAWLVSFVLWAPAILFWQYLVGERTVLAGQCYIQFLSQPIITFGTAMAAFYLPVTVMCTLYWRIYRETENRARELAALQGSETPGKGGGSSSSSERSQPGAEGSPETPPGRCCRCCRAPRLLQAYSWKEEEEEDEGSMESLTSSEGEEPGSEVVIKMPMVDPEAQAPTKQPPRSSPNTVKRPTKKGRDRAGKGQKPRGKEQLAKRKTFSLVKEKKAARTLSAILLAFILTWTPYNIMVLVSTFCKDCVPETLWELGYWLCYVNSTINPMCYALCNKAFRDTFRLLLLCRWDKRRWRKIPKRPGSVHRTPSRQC
# CHRM4 agonist: human M4 muscarinic receptor agonists, primary screen, CHO-K1 cells, Fluo-8 calcium fluorescence | hit rate 0.14% among 360,000 | activation, % at 3 µM | CHO-K1 hM4/Gqi5; vehicle 0%, full acetylcholine response 100% | Muscarinic acetylcholine receptor M4 (Homo sapiens), P08173;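 active = activation above the run mean over all test wells plus 3 SD, cut at about 32% in these data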;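 also: peak over basal fluorescence ratio per well then scaled between controls; 0% = DMSO wells and 100% = acetylcholine at EC100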
# CHRM1 agonist: human M1 muscarinic receptor agonists, primary screen, Fluo-8 calcium fluorescence, CHO-K1 cells, HTS | Muscarinic acetylcholine receptor M1 (Homo sapiens), P11229 | CHO-K1 hM1, agonist mode; 0% DMSO, 100% acetylcholine EC100 | activation, % at 3 µM | hit rate 0.33% among 360,000 | AID 588814, 2011;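 active = activation above the run's mean compound activation plus 3 SD, cut at about 16% in these data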;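 also: peak over basal fluorescence ratio within a 140 s kinetic read after compound addition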
# CHRM4 antagonist: human M4 muscarinic receptor antagonists, primary screen, CHO cells, Fluo-8 calcium fluorescence; CHO-hM4 cells, ACh EC80; inhibition, % at 3 µM; hit rate 0.73% among 360,000; Muscarinic acetylcholine receptor M4 (Homo sapiens), P08173;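 active = inhibition above its plate's cutoff, the mean inhibition of sample wells plus 3 SD, cut at about 27% in these data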;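 also: 0% = acetylcholine EC80 with DMSO and 100% = DMSO without agonist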
# M1 PAM: human M1 muscarinic receptor positive allosteric modulators, primary screen, CHO-K1 cells, Fluo-8 calcium fluorescence, 1536-well; Muscarinic acetylcholine receptor M1 (Homo sapiens), P11229; activation, % at 3 µM; CHO-K1 hM1, ACh EC20; 0% = ACh EC20, 100% = maximal ACh; hit rate 0.088% among 360,000; AID 588819, 2011; in the data active = activation above about 19%, passing the limit was not always enough
# Starred values were filed as active, the others as inactive; & = joins results of further samples. Some of the compounds tested; the hit share may differ from the screen's.
# The opening four compounds as a preview:
Compound	TAAR1 agonist	M5 PAM	CHRM5 agonist	M5 antag	M1 antag	CHRM4 agonist	CHRM1 agonist	CHRM4 antagonist	M1 PAM
CCCN1C2CCCC1CC(NC(=O)NC1CCCCC1)C2 (centres undefined)	5	4	-6	-5	-5	0	-6	-4	2
O=C(CS(=O)(=O)c1cccc(Cl)c1)Nc1ccccc1Cl	11	-4	-2	2	-7	0	-5	0	5
O=C(O)c1nc(-c2ccccc2)c(C(=O)NC2CC2)[nH]1	2	2	3	9	-18	0	3	-3	-8
Cc1ccc(N2CN=c3s/c(=C\c4cccnc4)c(=O)n3C2)cc1	10	3	-3	0	-27	0	-3	-8	5

# This part in full, from the first entry:
Compound	TAAR1 agonist	M5 PAM	CHRM5 agonist	M5 antag	M1 antag	CHRM4 agonist	CHRM1 agonist	CHRM4 antagonist	M1 PAM
CCCN1C2CCCC1CC(NC(=O)NC1CCCCC1)C2 (centres undefined)	5	4	-6	-5	-5	0	-6	-4	2
O=C(CS(=O)(=O)c1cccc(Cl)c1)Nc1ccccc1Cl	11	-4	-2	2	-7	0	-5	0	5
O=C(O)c1nc(-c2ccccc2)c(C(=O)NC2CC2)[nH]1	2	2	3	9	-18	0	3	-3	-8
Cc1ccc(N2CN=c3s/c(=C\c4cccnc4)c(=O)n3C2)cc1	10	3	-3	0	-27	0	-3	-8	5
CCOc1ccccc1NC(=O)CN1CCC(NC(=O)c2ccccc2)CC1	2	-1	1	0	-9	2	-1	0	7
COc1ccc(-c2c(C#Cc3ccsc3)c3cc(-c4ccc5cc[nH]c5c4)ccc3n2C)cc1	2	7	2	8	-15	2	0	2	14
O=C(O)c1ccc(-c2noc(-c3ccccc3C(F)(F)F)n2)cc1	82*	2	6	12	-10	1	8	-4	19
Cc1cc(C(=O)NP(=O)(N2CCOCC2)N2CCOCC2)c(C)n1-c1ccc(N(C)C)cc1	0	-4	-3	2	2	0	-10	10	-3
Nc1cc(=O)[nH]c(SCc2nc3ccccc3n2Cc2ccccc2)n1	3	-2	2	2	-5	2	-2	6	9
CC(=O)NC12CC3CC(C1)CC(C(=O)Nc1nc4ccc(S(C)(=O)=O)cc4s1)(C3)C2	5	-1	0	4	-1	4	-5	-5	2
Cc1noc2ncnc(N3CCN(c4cccc(Cl)c4)CC3)c12	11	-4	2	9	10	5	1	7	-2
CCC1(c2ccc(F)cc2)NC(=O)N(CC(=O)N2CCN(S(=O)(=O)c3ccc(C)cc3)CC2)C1=O (centres undefined)	1	-1	-2	2	-12	1	-5	7	8
COCCn1c(N)c(C(=O)OCc2ccccc2)c2nc3ccccc3nc21	8	-2	-2	0	2	2	-6	11	3
C=CCn1c(SCc2ccc3nonc3c2)nnc1-c1cccs1	6	2	-8	-2	-14	2	-6	1	-4
Clc1ccc(Cl)c(-c2nn3c(Cn4cnc5ccccc54)nnc3s2)c1	10	-3	-1	5	-7	-1	-4	-1	9
Cc1noc(C(F)(F)F)c1C(=O)NNC(=O)c1cccc(C(F)(F)F)c1	1	-2	1	10	-15	0	-4	-1	8
Cc1cc(C)c2c(-n3cccc3)c(C(=O)NNS(=O)(=O)c3ccccc3)sc2n1	3	-2	0	-3	-9	0	-2	-4	9
CC(=O)Nc1cc2c3c(c1)CC(=O)N3CCC2	1	0	-2	-3	4	0	-1	10	-2
O=c1[nH]c(CSc2nc(-c3ccc(F)cc3)cs2)nc2ccccc12	3	0	-1	-3	3	0	-7	-1	2
COC(=O)[C@H](Cc1ccccc1)NC(=O)CC[C@H]1O[C@@H](n2ccc(=O)[nH]c2=O)[C@H](O)[C@@H]1O	0	-3	-2	5	-23	1	-2	-16	0
Cc1ccc2c(c1)N(CCC(=O)NCc1ccc3c(c1)OCO3)C(=O)CO2	8	3	-4	-9	3	2	-4	-9	1
COc1ccc(S(=O)(=O)NCCCCNS(=O)(=O)c2ccc(OC)cc2)cc1	4	-6	1	-6	-4	3	0	11	8
CSc1nc2nccc(/C=C\c3ccccc3)n2n1	20	0	-1	12	2	0	-4	-1	-2
O=C(O)c1ccccc1C(=O)NNc1ccc(F)cc1	2	2	-5	-12	-1	1	-5	-9	2
CCCC[C@H]1COCCS(=O)(=O)N1Cc1ccccc1F	12	6	-4	8	-4	-1	-9	1	-2
Cc1cccc(NC(=O)NNC(=O)c2sccc2-n2cccc2)c1	8	2	3	8	-5	1	2	2	6
CN(CC(=O)NCCCc1ccccc1)S(=O)(=O)c1ccc(Br)cc1	1	-3	0	8	-8	5	-3	10	2
CCCCC(CCc1ccccn1)C(=O)c1ccccc1 (centres undefined)	-2	-8	-11	15	18	0	-9	11	-14
COc1ccc(N2CCN(C(=O)Nc3ccc(S(=O)(=O)N(C)C)cc3)CC2)cc1	10	-11	-1	-1	2	4	0	1	-1
COCOCCn1cc(CN2CCS(=O)(=O)N(Cc3ccc(-c4ccc(OC)cc4)cc3)C(C)C2=O)nn1 (centres undefined)	1	1	-1	1	-13	5	-7	-6	0
Cc1ccc(C(=O)N/C(=C/c2ccco2)C(=O)NCc2ccco2)cc1	0	-8	-3	25	4	3	-2	-1	-10
COc1ccc(NC(=O)CC2CC3CCC2C3)cc1S(=O)(=O)N1CCOCC1 (centres undefined)	10	-3	6	10	-10	9	2	-4	3
COc1ccc(-n2nnnc2SCC(=O)Nc2ccccc2N2CCOCC2)cc1	3	-2	0	1	15	1	-4	7	-7
O=C(CN1CCN(Cc2ccc(F)cc2Cl)C1=O)NCCc1ccc(Cl)cc1	17	-6	-1	-1	-4	8	-2	-7	5
COc1ccccc1N=C(C)C1=C(O)CC(c2ccccc2)CC1=O (centres undefined)	1	-6	-2	16	-7	9	-4	3	5
CC1CN(S(=O)(=O)c2ccc(C(=O)NCCCn3ccnc3)cc2)CC(C)O1 (centres undefined)	0	-5	-1	14	-5	0	-12	0	8
O=C1CC2CS(=O)(=O)CC2N1c1ccc(Cl)cc1Cl (centres undefined)	10	0	0	-8	-6	1	3	-6	4
O=C(O)c1ccccc1OCc1ccccc1Br	0	9	-3	-5	-11	1	-4	-7	8
CCCCN(C)C(=O)c1nc2ccccn2c1CNCCCn1nnc2ccccc21	0	3	0	0	-6	1	-4	1	3
O=C(NCc1ccccn1)Nc1cccc(NC(=O)NCc2ccccn2)c1	6	-2	4	1	-3	1	-4	-6	1
C#CCN(C[C@@H]1[C@@H](OC(=O)NCc2ccccc2F)[C@@H](OC(=O)NCc2ccccc2F)Cn2c(=O)n(CCCCCC)c(=O)n21)S(=O)(=O)c1ccc(C)cc1	3	-6	3	-4	-6	4	1	-22	0
Fc1ccccc1C(c1nnnn1Cc1ccc2c(c1)OCO2)N1CCN(Cc2ccccc2)CC1 (centres undefined)	7	-19	-10	8	5	3	-5	-7	-9
O=C1NCCN1C(=O)N(c1ccccc1)c1ccccc1	13	2	-1	-6	-20	10	2	-14	13
CCn1c(=O)cc(OCC(=O)NC(C)c2ccc3c(c2)OCCO3)c2ccccc21 (centres undefined)	3	-6	1	7	-5	4	-2	7	6
CS(=O)(=O)N1CCc2cc(C(=O)Nc3ccccc3)ccc21	6	-3	3	14	6	14	-2	0	-1
CCCNC(=S)Nc1cc2oc3ccccc3c2cc1OC	-2	2	-6	-13	-10	3	-4	-10	5
Cc1cc(-c2ccc(C)c(S(=O)(=O)N3CC(=O)Nc4ccccc43)c2)on1	4	-4	-1	4	0	6	-1	7	0
CCOc1ccc(C(=O)CSCC(=O)O)cc1	1	3	-3	6	-16	1	-2	-2	11
CC(OC(=O)c1ccc(-n2cnnn2)cc1)C(=O)N(C)c1ccccc1 (centres undefined)	1	1	1	-2	5	2	-6	0	1
CC1CCCC(C)N1CCCNC(=O)c1ccc2nc(N3CCOCC3)sc2c1 (centres undefined)	0	0	-1	-3	1	1	-10	-3	-2

# The results go on:
Compound	TAAR1 agonist	M5 PAM	CHRM5 agonist	M5 antag	M1 antag	CHRM4 agonist	CHRM1 agonist	CHRM4 antagonist	M1 PAM
CCOC(=O)C(Sc1n[nH]c(N)n1)c1ccccc1 (centres undefined)	4	0	0	3	-15	0	-2	6	5
Clc1cccc(CSc2ncnc3c2ncn3C2CCCCO2)c1 (centres undefined)	3	-9	3	16	-5	6	-1	7	-1
Cc1c(NC(=O)C(C)Sc2nc3ccccc3c(=O)n2CCO)c(=O)n(-c2ccccc2)n1C (centres undefined)	1	-4	-2	13	-1	1	-5	-1	8
Cc1ccc(C(=O)CS(C)(=O)=O)cc1	0	1	-1	1	-10	0	-2	12	6
O=c1cc(NCc2ccccc2)nc2n1CCCS2	3	12	1	-2	4	-2	-4	1	2
CCOP(=O)(OCC)C(Nc1cc(Cl)cc(Cl)c1)c1cccc(O)c1 (centres undefined)	4	-6	2	14	7	4	-4	10	2
O=C(Cc1ccccc1)N[C@H](c1ccccc1)P(=O)(O)CO	7	10	-1	-2	-13	0	-5	-10	5
CCN1CCN(Cc2ccc(NC(=O)c3cc(NC(=O)c4cc5cccc(OC)c5o4)cc(OC)c3)cc2C(F)(F)F)CC1	11&11	-10&-11	-1&-6	16&9	6&17	15&5	-6&-6	5&15	-11&-8
CC1CC(CCN)(c2ccccc2)C(C)CN1C (centres undefined)	0	-2	-8	15	-6	0	-3	5	15
O=C(O)c1ccc2c(c1)N(Cc1ccccc1F)C(=O)c1ccccc1S2=O (centres undefined)	4	-1	3	1	-14	1	-2	-7	10
Cc1cccc(OCc2nnc(SCC(=O)N3CCCC3)n2C)c1	16	4	0	0	2	0	-5	5	3
COC(=O)c1c(NC(=O)CSc2nnc(-c3ccco3)n2Cc2ccccc2)sc(C)c1C	7	0	-5	10	2	1	-4	-2	-3
COc1cccc(CNCc2ccco2)c1O	2	1	-2	10	-12	1	-4	2	6
Cc1ccnc(NC(=O)c2cc([N+](=O)[O-])cc([N+](=O)[O-])c2)c1	5	17	1	-3	-12	0	0	-8	6
O=C(OCc1c(-c2ccccc2)ncc2ccccc12)c1ccc(Cl)cc1Cl	-2	9	3	4	-1	0	-7	0	6
NC(=O)C1CCN(C(=O)c2ccc(Cl)c(NC(=O)c3cccs3)c2)CC1	1	4	1	0	-1	1	-2	-11	2
